# FXN GAA850 act = increases GAA850 frataxin promoter reporter activity | HEK293 lucGAA850 FXN promoter luciferase reporter, 24 h; percent of 10 µM SAHA response | activation, % at 6 µM | actives 0.56% (n = 360,000);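 active = activation above the average of all compounds screened plus 3 SD, cutoff fixed separately per campaign, cut at about 7.5% in these data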;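 also: 0% = DMSO wells and 100% = 10 µM SAHA wells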
# hgDAF12 agonist = hgDAF-12 agonism, primary luciferase screen | actives 1.8% (n = 370,000) | HEK293 GAL4-hgDAF12 UAS-luciferase reporter, agonist luminescence; normalized to butyrate control | activation, % at 6.8 µM;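 active = activation above a cutoff set at the mean of all screened compounds plus 3 SD, cut at about 10% in these data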;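 also: 0% = DMSO wells and 100% = sodium butyrate wells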
# hcDAF12 agonist = activators of H. contortus DAF-12 nuclear receptor. HEK293 hcDAF-12 lit1-tk-luc reporter, luminescence; 0% DMSO, 100% Δ7-dafachronic acid. activation, % at 6.8 µM. actives 1.4% (n = 370,000);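 active = activation above the mean of all tested compounds plus 3 SD, cut at about 5.5% in these data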;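 also: 100% = response to 3 µM Δ7-dafachronic acid high control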
# ssDAF12 agonist = activates DAF-12 receptor from parasite S. stercoralis | HEK293 ssDAF-12/GRIP1 lit1-tk-luc reporter, luminescence; % of 3 µM dafachronic acid response | activation, % at 6.8 µM | actives 1% (n = 370,000);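 active = activation above the mean over all tested compounds plus 3 SD, cut at about 0.9% in these data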;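 also: 0% = DMSO-only wells and 100% = 3 µM delta7-dafachronic acid wells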
# DAX1 inh-1 = inhibitors of DAX1 repression of SF-1 activated StAR promoter; inhibition, % at 6.8 µM; AID 652010; HEK293T StAR-luciferase reporter, SF-1/DAX-1 repression relief; actives 1.1% (n = 370,000);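 active = inhibition above the mean over all tested compounds plus 3 SD, cut at about 3.6% in these data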;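 also: 0% = DAX-1 cells with DMSO and 100% = cells lacking DAX-1 with DMSO; higher inhibition means more luminescence from relief of DAX-1 repression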
# SMARCA2 act = SMARCA2 function activation, primary screen | activation, % at 9.1 µM | MG213 cells, MMTV-luciferase reporter, dexamethasone, overnight | AID 652017 | actives 1% (n = 370,000); in the data active = activation above about 7.8%;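 also: 0% = vehicle wells and 100% = reference activator wells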
# ADAM10 inh = ADAM10 inhibition, QFRET primary screen | recombinant ADAM10, EDANS/DABCYL FRET peptide cleavage, 3 h | inhibition, % at 7 µM | actives 0.62% (n = 370,000) | AID 720582;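 active = inhibition above a per-campaign cutoff equal to the mean of compounds falling between control-based bounds plus 3 SD, cut at about 20% in these data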;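 also: 0% = DMSO wells while the 100% control is not disclosed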
# NPR2 activator = GC-B (human) receptor activation. P20594. HEK293-GC-B cells, CNP EC30, cGMP TR-FRET; 0% at EC30 CNP, 100% saturating CNP. activation, % at 10 µM. actives 0.11% (n = 370,000);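 active = activation at 10 µM reaching about 35% in either raw or pattern-adjusted values, limit read from the data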
# DAX1 inh-2 = NR0B1 (DAX1) inhibition; P51843; inhibition, % at 6.75 µM; HEK293 Gal4-DAX1 luciferase reporter, luminescence; AID 504766; actives 0.99% (n = 340,000);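 active = inhibition above the mean over all tested compounds plus 3 SD, cut at about 4.2% in these data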;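 also: 0% = DAX1-transfected cells with DMSO and 100% = empty-vector control cells with DMSO; inhibition shows as a rise in luminescence from relieved DAX1 repression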
# Target sequence (P51843 207-470 limits assumed): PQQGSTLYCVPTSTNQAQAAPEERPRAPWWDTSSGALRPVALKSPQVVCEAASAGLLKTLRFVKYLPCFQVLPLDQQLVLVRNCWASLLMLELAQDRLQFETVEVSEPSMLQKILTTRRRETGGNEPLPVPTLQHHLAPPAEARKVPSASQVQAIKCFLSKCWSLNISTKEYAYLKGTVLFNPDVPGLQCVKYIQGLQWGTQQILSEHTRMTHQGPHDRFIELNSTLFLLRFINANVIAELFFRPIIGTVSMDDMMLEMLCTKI
# NPR1 activator = GC-A (human) enzyme activation | actives 0.14% (n = 370,000) | HEK293 GC-A cells, cGMP TR-FRET, EC30 ANP; 0% at EC30 ANP, 100% saturating ANP | P16066 | activation, % at 10 µM; in the data active = activation above about 40%
# HGIII-sPLA2 inh = Inhibits HGIII-sPLA2 liposome hydrolysis, primary screen | actives 0.56% (n = 370,000) | AID 743126 | inhibition, % at 12.2 µM | Q9NZ20 | QFRET BODIPY PC-A2 liposome hydrolysis, fluorescence;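 active = inhibition above mean plus 3 SD of compounds lying within the high and low control bounds, cut at about 19% in these data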;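 also: 0% = median of test compound wells and 100% = no enzyme DMSO wells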
# Target sequence (Q9NZ20 whole entry, looked up): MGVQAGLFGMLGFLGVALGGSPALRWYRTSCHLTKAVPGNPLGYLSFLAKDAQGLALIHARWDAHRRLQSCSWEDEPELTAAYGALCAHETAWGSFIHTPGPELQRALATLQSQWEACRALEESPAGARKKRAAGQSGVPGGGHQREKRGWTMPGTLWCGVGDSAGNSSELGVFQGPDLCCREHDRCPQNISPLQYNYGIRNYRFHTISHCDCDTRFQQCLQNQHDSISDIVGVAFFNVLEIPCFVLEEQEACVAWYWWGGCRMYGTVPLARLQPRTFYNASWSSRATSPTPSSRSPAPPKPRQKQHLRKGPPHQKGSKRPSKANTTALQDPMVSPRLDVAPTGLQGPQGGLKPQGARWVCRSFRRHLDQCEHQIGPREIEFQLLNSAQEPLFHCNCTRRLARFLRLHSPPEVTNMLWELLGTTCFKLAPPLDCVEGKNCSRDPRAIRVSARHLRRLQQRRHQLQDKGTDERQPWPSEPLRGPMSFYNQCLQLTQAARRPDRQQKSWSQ
# * marks the source's active call; other numbers are inactive results; i = inactive; · = no result given.
# Start of the data: the first two compounds (preview)
SMILES,FXN GAA850 act,hgDAF12 agonist,hcDAF12 agonist,ssDAF12 agonist,DAX1 inh-1,SMARCA2 act,ADAM10 inh,NPR2 activator,DAX1 inh-2,NPR1 activator,HGIII-sPLA2 inh
CCc1nnc(NC(=O)CSc2nnc(C3CCCCC3)n2-c2cccc(Cl)c2)s1,-2.9,-1.9,-2.1,-1.3,-0.1,-2,0,-7,-0.2,-12,-21
COc1ccc(OCC(=O)NCc2ccc(Cl)cc2)cc1,-0.8,-2.5,1.0,-1.7,0.0,6,-2,-4,0.4,2,0

# Main list, from the start:
SMILES,FXN GAA850 act,hgDAF12 agonist,hcDAF12 agonist,ssDAF12 agonist,DAX1 inh-1,SMARCA2 act,ADAM10 inh,NPR2 activator,DAX1 inh-2,NPR1 activator,HGIII-sPLA2 inh
CCc1nnc(NC(=O)CSc2nnc(C3CCCCC3)n2-c2cccc(Cl)c2)s1,-2.9,-1.9,-2.1,-1.3,-0.1,-2,0,-7,-0.2,-12,-21
COc1ccc(OCC(=O)NCc2ccc(Cl)cc2)cc1,-0.8,-2.5,1.0,-1.7,0.0,6,-2,-4,0.4,2,0
Cc1ccc(-c2nnn(CC(=O)O)n2)cc1,1.7,-2.0,0.5,-0.9,0.5,0,1,3,0.5,4,8
O=c1oc(-c2ccccc2)nc2sc3c(c12)CCC3,2.6,-1.3,1.2,-0.9,0.8,-2,-6,-5,0.8,-19,2
Cc1ccc(NC(=O)Nc2cnccn2)cc1C,2.0,3.4,-0.5,-0.4,0.8,3,-10,1,1.7,0,3
O=C(/C=C/c1ccccc1)NCCSCc1ccc(Cl)cc1,1.1,2.9,-0.3,-0.4,0.5,-2,5,7,-0.9,1,-1
COc1ccc(Cl)cc1C(=O)NCCS(=O)(=O)N1CCN(c2ccccc2F)CC1,1.2,-1.4,-1.1,-1.4,-0.7,0,0,1,-0.4,-1,-1
O=C(Nc1ccc(C(=O)O)cc1)/C(=C/c1ccc([N+](=O)[O-])cc1)NC(=O)c1ccccc1,0.3,1.1,0.0,-0.4,0.0,-3,1,0,0.2,1,11
c1ccc(-c2noc(CSc3nnnn3-c3ccccc3)n2)cc1,1.0,-1.1,-0.8,-1.3,-1.0,2,0,2,-0.7,-1,-29
CC(C)CCn1c(CN2CCOCC2)nc2c1c(=O)n(C)c(=O)n2C,-0.3,-1.7,-3.1,-0.6,0.1,-2,-7,7,1.7,1,-2
CCOC(=O)c1sc(C)c2c1NC1(CCCCCC1)NC2=O,2.1,1.1,-0.2,-1.4,-0.2,-4,-32,-1,-0.2,1,6
O=C(NNC(=O)c1sccc1-n1cccc1)c1ccc(Cl)cc1,-0.1,-2.4,0.8,-1.6,-0.7,-3,7,4,0.2,-1,-9
COc1ccc(CNC(=O)c2cc(S(=O)(=O)N3CCCCC3)ccc2N2CCOCC2)cc1OC,1.2,0.4,-0.3,-1.0,-0.2,-2,-11,2,0.1,-4,7
CCOC(=O)CCSc1nc(-c2ccccc2)cc(C(F)(F)F)n1,1.6,0.4,-1.4,-0.7,-0.1,4,1,0,-0.7,4,0
COc1ccc2oc(C(=O)OCC(=O)Nc3ccccc3)c(C)c2c1,0.3,-0.2,-1.2,-0.3,-0.5,-1,-188,-2,0.1,0,-13
CCCN(CC1CC1)C(=S)NC(=O)c1cc(Br)ccc1Cl,0.5,-0.1,-0.3,-1.2,2.0,-5,4,2,-1.1,-1,11
CCC(=O)NCCNC(=O)c1c(SC)nsc1SC,1.4,0.3,-0.6,-1.5,-0.2,-1,5,4,-0.3,1,-2
COc1ccc(NC(=O)CCCN2C(=O)C3CC=CCC3C2=O)cc1 (stereo not given),-0.8,0.6,2.7,-0.7,1.4,2,-3,2,0.7,5,1
O=C(OCC(=O)N1CCCc2ccccc21)c1ccc(Cl)nc1,-3.1,-2.1,-0.9,0.2,-0.1,-2,-9,1,2.1,0,2
Cc1ccc(NC(=O)CCC(=O)NNC(=O)c2ccccc2)c(C)c1,1.0,0.9,-1.5,-1.1,-0.7,-1,-2,3,0.5,-1,-2
COc1cccc(-c2cc(C(=O)N3C(C)CCCC3C)no2)c1 (stereo not given),6.2,4.1,5.9*,-0.3,2.2,0,-1,-5,1.7,4,-8
Cc1cc(NC(=O)CSc2ncnc3c2cnn3-c2ccccc2)no1,2.0,-3.2,0.3,-1.5,0.0,1,3,-4,1.9,-1,-5
COC(=O)CN1C(=S)N(c2ccc(F)cc2)C(=O)C1CC(=O)Nc1ccccc1 (stereo not given),-0.4,-2.5,0.1,-1.5,-1.9,-3,-1,6,-0.7,0,-32
Cc1ccc(-c2cc(C(=O)O)c3ccccc3n2)s1,2.2,5.1,2.6,-0.4,0.7,-2,i,-5,0.7,0,2
Cc1cccc(C#N)c1NC1=CC(=O)CC(C)(C)C1,1.1,-2.1,0.0,-1.0,1.1,-2,1,5,-0.7,0,2
Cc1c(Cl)cnc(NC(=O)COC(=O)C2CC2)c1Cl,-0.6,-1.4,0.3,-0.9,-2.1,1,-3,-6,0.4,-1,-2
O=c1[nH]nc(SCc2nc3ccccc3s2)n1C1CC1,1.6,6.4,4.6,0.1,1.9,3,-6,-1,1.7,-3,-1
O=C(OCc1cc(Cl)cc2c1OCOC2)c1cccnc1Cl,2.4,-2.8,-0.4,-0.7,0.3,0,-15,-3,-0.4,1,6
O=C(OC12CC3CC(CC(C3)C1)C2)c1ccc(NCc2cc(O)ccc2O)cc1,-5.5,-18,-3.3,-2.2,-5.0,-11,-6,-10,-5.1,-10,42*
O=[N+]([O-])c1ccc(O)c(/C=N/n2cnc3ccccc32)c1,-2.9,0.6,-1.5,-1.5,-0.2,-2,-12,6,-0.3,2,16
C=CCOc1ccc(C(=O)O)cc1Cl,0.9,0.4,0.1,-0.9,0.6,0,-2,3,2.2,3,4
COc1cccc(CNC[C@H]2O[C@@H](n3ccc(N)nc3=O)[C@H](O)[C@@H]2O)c1OCc1ccc(F)cc1Cl,1.4,2.0,-1.6,-1.2,-0.4,-3,-12,4,-0.8,1,6
CC(NC(=O)CCc1ccccc1)c1cc2c(cc1Cl)OCCO2 (stereo not given),2.0,-2.5,-1.0,-0.9,-0.6,1,-2,-2,0.0,-1,0
CCN1CCCCC(NC(=O)c2ccc(F)cc2)C1=O (stereo not given),·,0.8,-0.2,-0.5,0.8,-2,-7,11,·,10,13
CCOC(=O)CCC(=O)c1c(C)oc2ccc(OC)cc12,-0.7,-1.9,-1.7,-1.3,-0.3,-2,0,0,-0.3,0,10
CC(C)(C)OC(=O)C[C@H]1C/C=C\C[C@@H](CC(=O)N(CCO)Cc2ccccc2)C(=O)N2CCC[C@H]2COC1=O,-3.1,-1.9,-0.7,-1.2,-0.4,3,1,4,-1.8,3,-2
CCC(=O)NC(=S)Nc1ccc(NC(=O)c2cc3ccccc3o2)c(OC)c1,0.9,-0.8,-0.8,-1.0,-0.9,4,4,0,·,0,5
CCOC(=O)C1(Cc2cccc(OC)c2)CCN(Cc2cccc(OC)c2O)CC1,-5.1,-0.5,-0.9,-2.3,-1.1,-3,5,1,0.7,-6,-13
O=C(Nc1nc(-c2ccccn2)cs1)Nc1ccc(F)cc1F,-0.6,-3.8,-5.3,-1.6,-1.1,6,-2,6,-2.1,14,1
C/C(=N/NC(=O)c1ccncc1)c1ccccc1,2.4,0.5,-1.5,-1.3,-0.1,0,-3,-5,1.3,5,4
CCN(CC)CC(=O)n1c2c(c3ccccc31)CCCC2,1.7,-0.9,-0.3,-1.1,0.6,0,-1,-6,-0.1,0,4
CC[C@@H]1Cc2[nH]c(=O)[nH]c(=O)c2[C@H](c2ccc(Cl)cc2)O1,·,1.1,-3.2,-1.3,1.3,2,-1,0,·,-1,-6
COc1ccc2c(c1)C(=O)OC2CC(=O)O (stereo not given),-0.1,-1.2,2.2,-0.7,0.0,2,8,2,0.5,2,1
CN(CCc1ccccn1)C(=S)Nc1ccc(Cl)c(Cl)c1,2.0,0.7,-1.8,-1.0,-0.3,-3,-3,-4,-0.5,-2,4
c1ccc(Cc2nn3c(COc4ccccc4)nnc3s2)cc1,2.1,-0.1,-0.4,-1.3,-0.6,5,5,2,0.4,5,-10
c1csc(Cc2nc(-c3ccc(-n4cccc4)cc3)no2)c1,3.1,7.2,-1.1,-1.4,-0.2,-1,-16,-1,1.0,-4,6
CC(C)C(C(=O)Nc1sc2c(c1C#N)CCCCC2)N1C(=O)c2ccccc2C1=O (stereo not given),-1.4,2.2,-0.1,-1.0,-0.5,2,3,-8,0.1,-5,4
O=C(CN1C(=O)/C(=C/c2ccco2)SC1=S)NC1CCS(=O)(=O)C1 (stereo not given),-0.7,2.3,4.6,-0.6,-2.6,1,-1,6,-0.4,-4,-5
CCOc1ccc2c(c1)s/c(=N\S(=O)(=O)c1ccc(OC)cc1)n2C(F)F,-3.5,-0.3,-1.1,-1.0,-0.1,0,11,1,1.0,0,1
Cc1ccc(C2/C(=C(\O)c3c(C)nc4ccccn34)C(=O)C(=O)N2CCN(C)C)o1 (stereo not given),1.5,-1.8,1.2,-1.1,0.2,-3,-12,-4,-1.2,2,4
CC1CC(C)CN(C(=O)COC(=O)c2ccc[nH]c2=O)C1 (stereo not given),4.4,-1.2,-1.5,-1.3,-0.7,0,-3,-5,-1.0,0,9
COc1ccc(Cl)cc1N(CC(=O)Nc1ccccc1C(=O)N1CCCC1)S(C)(=O)=O,0.6,0.0,0.6,-0.4,0.0,-1,3,-3,-1.5,-1,1
CSC(=NC#N)N1CCN(C(=NC#N)SC)CC1,2.9,0.8,-0.4,-0.1,-0.8,-2,-6,-6,4.7*,-15,0
CC1(C(=O)NCc2cccc(C(F)(F)F)c2)CCN1Cc1ccc(-c2ccccc2)o1 (stereo not given),1.4,-1.7,-0.9,-1.6,-1.8,-6,13,-2,·,-4,-10
CC(=O)Nc1ccc(NC(=O)CSc2nnnn2-c2ccc3c(c2)OCCO3)cc1,1.2,2.2,-0.4,-1.2,-0.4,-1,-1,-4,0.9,-7,-1
COc1ccccc1NC(=O)c1c(C)nc2ccccc2c1C(=O)O,0.4,-1.0,-1.2,-1.5,0.5,-2,-2,6,-0.5,-1,4
CCSc1nnc(NC(=O)CSc2nccn2-c2cc(C)cc(C)c2)s1,·,0.7,-1.3,-0.6,0.1,3,0,-3,·,-1,5
CCCCCC(=O)Nc1sc(C)c(C)c1C#N,0.9,2.6,0.3,-1.1,0.2,0,0,26,-0.2,17,-3
C=CCOc1c(Br)cc(CNc2ccc(NC(=O)C(C)C)cc2)cc1OCC,1.9,1.1,-1.2,-0.9,0.5,-6,4,-3,-1.1,-1,4
O=C1N(CN2CCC3(CC2)OCCO3)c2ccccc2C12OCCCO2,-0.2,2.0,-0.5,-0.8,-0.6,-2,-5,0,0.1,2,4
CCOc1ccc(N2C(=O)Nc3ccccc3C2(O)C(=O)NCc2ccco2)cc1 (stereo not given),0.1,4.6,-0.7,-1.4,0.7,-4,-3,-3,-0.4,0,4
COc1cc(OC)c(/C=N/NC(N)=S)cc1Br,3.0,-5.0,-4.2,-1.1,-1.8,2,-13,-5,-0.9,-8,17

# Source: PubChem (several laboratories)
